Pol eta inh: qHTS for Inhibitors of Polymerase Eta | DNA polymerase eta (Homo sapiens), Q9Y253 | recombinant Pol eta, fluorescent DNA replication assay | Potency, µM (doses to about 114 µM), inactives show top-dose activity change, negative = inhibition, usual class: inhibitors | 390,000 compounds, 1.2% hits | AID 588591, 2011; also: potency is read from the fitted curve at half-maximal effect; % is scaled to controls: 0 for no effect and ±100 for the full control effect
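Fluorescent replication assay: 50 nM final substrate added after a 15 min room-temperature compound preincubation with 10 nM enzyme. Signal taken at 0 min and again at 10 min.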
GLS inhibitor: qHTS for Inhibitors of Glutaminase (GLS). Glutaminase kidney isoform, mitochondrial (Homo sapiens), O94925. GLS enzymatic activity, qHTS titration. Potency, µM (top dose mostly 45.5 µM), inactives show top-dose activity change, negative = inhibition, usual class: inhibitors. 410,000 compounds, 0.21% hits. AID 624170, 2012; also: potency is read from the fitted curve at half-maximal effect; % is scaled to controls: 0 for no effect and ±100 for the full control effect
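Read-out is an Amplex red fluorescence increase coupled through glutamate oxidase and HRP, measured before and after 30 min room-temperature incubation. hKGA is in 45 mM KH2PO4 (pH 8.2) with 0.02% Tween-20; glutamine added as 1mM solution.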
BAZ2B inh: qHTS Assay for Inhibitors of BAZ2B; AlphaScreen BAZ2B-H3K14Ac peptide displacement; Potency, µM (series often up to 114 µM), for inactives: at the highest dose activity change, negative = inhibition, actives largely listed as inhibitors; 360,000 compounds, 4.4% hits; also: potency is read from the fitted curve at half-maximal effect; % is scaled to controls: 0 for no effect and ±100 for the full control effect; nearly all actives have a fitted effect of over 60% in size
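Multi-concentration screen (max 110 uM) measuring displacement of acetylated histone H3 peptide from BAZ2B by AlphaScreen, using 50 nM protein, 50 nM peptide and 10 ug/mL streptavidin donor plus Ni-chelate acceptor beads.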
PI4K2A block: qHTS for small molecular inhibitors of PI4K2A; purified PI4K2A, ADP-Glo luminescence, 1 h; hits give low values; activity change, negative = inhibition, % at 76.9 µM; 420,000 compounds, 0.13% hits; in the data active = activity change below about -50%; inconclusive = mostly about -30% to -49%;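 also: -100% = wells without enzyme as full effect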
Target sequence (Q9BTU6 whole entry, looked up): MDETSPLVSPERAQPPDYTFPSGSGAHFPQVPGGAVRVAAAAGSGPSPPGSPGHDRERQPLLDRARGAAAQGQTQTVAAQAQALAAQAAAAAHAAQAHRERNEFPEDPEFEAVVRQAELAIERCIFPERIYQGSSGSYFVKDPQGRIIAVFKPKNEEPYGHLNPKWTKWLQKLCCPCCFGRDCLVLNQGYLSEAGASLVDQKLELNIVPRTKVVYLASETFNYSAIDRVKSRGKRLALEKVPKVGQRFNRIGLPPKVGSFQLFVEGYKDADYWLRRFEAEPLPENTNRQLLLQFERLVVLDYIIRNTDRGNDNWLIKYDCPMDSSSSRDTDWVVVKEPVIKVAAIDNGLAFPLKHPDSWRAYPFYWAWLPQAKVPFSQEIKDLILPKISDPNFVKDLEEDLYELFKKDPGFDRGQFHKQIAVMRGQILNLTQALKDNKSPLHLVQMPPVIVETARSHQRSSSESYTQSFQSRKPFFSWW
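Compounds are screened against recombinant PI4K2A using PI as substrate and ATP, the latter dispensed at 300 microM. Reactions run one hour at ambient temperature before ADP-Glo detection; full inhibition defined by wells lacking enzyme.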
PGK inhibitor: qHTS Assay to Find Inhibitors of Phosphoglycerate Kinase. PGK/GAPDH coupled, Kinase-Glo luminescence, 60 min. Potency, µM (titrated, usually from 57.5 µM), for the others: at the highest dose activity change, negative = inhibition, usual class: inhibitors. 380,000 compounds, 0.043% hits; also: potency is read from the fitted curve at half-maximal effect; % is scaled to controls: 0 for no effect and ±100 for the full control effect; nearly all actives have a fitted effect of over 60% in size
Target sequence (P07378 whole entry, looked up): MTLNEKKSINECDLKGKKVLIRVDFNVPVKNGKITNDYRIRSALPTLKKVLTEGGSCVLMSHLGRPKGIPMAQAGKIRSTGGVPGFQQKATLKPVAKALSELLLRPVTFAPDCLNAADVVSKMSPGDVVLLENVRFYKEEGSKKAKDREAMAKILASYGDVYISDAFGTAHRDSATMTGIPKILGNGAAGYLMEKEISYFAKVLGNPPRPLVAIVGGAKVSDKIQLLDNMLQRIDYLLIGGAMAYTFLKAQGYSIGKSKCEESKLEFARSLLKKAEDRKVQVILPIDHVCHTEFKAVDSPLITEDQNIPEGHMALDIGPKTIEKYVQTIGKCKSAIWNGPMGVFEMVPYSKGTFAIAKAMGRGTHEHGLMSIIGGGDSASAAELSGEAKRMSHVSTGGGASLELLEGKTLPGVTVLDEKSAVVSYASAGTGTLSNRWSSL
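Recombinant glycosomal PGK reaction used 1,3-bisphosphoglycerate generated in-well by GAPDH (100nM final) in 100mM TEA pH 7.6, 5mM MgCl2, 0.01% Tween-20. After 60 minutes at room temperature, ATP was read by Kinase-Glo Plus luminescence end-point.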
Pin1 inhibitor: qHTS Assay to Find Inhibitors of Pin1 | Peptidyl-prolyl cis-trans isomerase NIMA-interacting 1 (Homo sapiens), Q13526 | Pin1 FP peptide displacement, HiFluor488, 10 min | Potency, µM (doses to about 115 µM), without a hit: at the top dose activity, negative = inhibition, most hits filed as inhibitors | 390,000 compounds, 0.009% hits | AID 504891, 2011; active = well fitted inhibition curve with a large enough effect in the polarisation, with a control signal flat, not every such curve was filed as active; inconclusive = small, poorly fitted or top-dose-only effect, or effect the other way, or a change in a side signal; inactive = no such curve, though single readings can be large or run the other way; the % refers to the polarisation; also: potency is read from the fitted curve at half-maximal effect; % is scaled to controls: 0 for no effect and ±100 for the full control effect
Target sequence (Q13526 whole entry, looked up): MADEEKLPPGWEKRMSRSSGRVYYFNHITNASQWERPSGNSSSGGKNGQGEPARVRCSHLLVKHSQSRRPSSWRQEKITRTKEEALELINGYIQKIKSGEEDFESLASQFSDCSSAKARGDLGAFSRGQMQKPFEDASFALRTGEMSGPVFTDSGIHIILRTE
JMJD2A Tudor: qHTS Assay for Inhibitors of JMJD2A-Tudor Domain. Lysine-specific demethylase 4A (Homo sapiens), O75164. AlphaScreen JMJD2A-Tudor / H3K4me3 peptide binding. Potency, µM (series often up to 114 µM), for the others: at the highest dose activity change, negative = inhibition, actives largely listed as inhibitors. 390,000 compounds, 4.4% hits; also: potency is read from the fitted curve at half-maximal effect; % is scaled to controls: 0 for no effect and ±100 for the full control effect; nearly all actives have a fitted effect of over 50% in size
HP1b chromo inh: HTS for Inhibitors of HP1-beta Chromodomain Interactions with Methylated Histone Tails | 390,000 compounds, 0.56% hits | AlphaScreen HP1-beta / biotin-H3K9me3 peptide binding | AID 540317, 2011 | Potency, µM (titrated, usually from 114 µM), for inactives: top-dose activity change, negative = inhibition, hits mostly inhibitors; also: potency is read from the fitted curve at half-maximal effect; nearly all actives have a fitted effect of over 70% in size; inactives centre near 23
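Compound inhibition of the preformed complex between 50 nM HP1-beta and 50 nM biotinylated H3K9me3 peptide was read by AlphaScreen. Buffer was PBS pH 7.4 with 0.01% Tween-20. Incubations ran 30 min at room temperature, with 10 ug/mL donor/acceptor beads.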
G9a block: qHTS Assay for Inhibitors of Histone Lysine Methyltransferase G9a. AID 504332, 2011. Histone-lysine N-methyltransferase EHMT2 (Homo sapiens), Q96KQ7. G9a H3K9 monomethylation, AlphaScreen, 2 h. 350,000 compounds, 8.8% hits. Potency, µM (highest dose often 102 µM), for the others: top-dose activity, negative = inhibition, hits mostly inhibitors; also: potency is read from the fitted curve at half-maximal effect; % is scaled to controls: 0 for no effect and ±100 for the full control effect; nearly all actives have a fitted effect of over 75% in size
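Readings reflect AlphaScreen signal from monomethyl-H3K9 antibody detection. HMT at 20 nM; substrate b-H3K9 500 nM; cofactor SAM 20 uM; 2 h RT reaction; compounds tested as titrations in qHTS with 15 min preincubation.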
* hit, by the source's call; i = inactive; u = inconclusive; x = no result given; & = joins results of further samples; [ ] = another dose, or the depositor's remark. Unless noted, calls follow the shape of the dose curve; as a rule, active = well fitted curve in the direction sought with a large enough effect; inconclusive = small, poorly fitted or top-dose-only effect, or another doubt; inactive = no such curve, though single readings can be large; an effect the other way counts as inactive or inconclusive. The list is partial; the hit share may differ from the screen's.

SMILES	Pol eta inh	GLS inhibitor	BAZ2B inh	PI4K2A block	PGK inhibitor	Pin1 inhibitor	JMJD2A Tudor	HP1b chromo inh	G9a block
Cc1ccccc1-n1nc(C)c2cc(C(=O)N3CCN(S(=O)(=O)c4ccc(F)cc4)CC3)sc21	-24%	2%	2%	-1	-6%	-3%	-18%	12%	-46%[12.7 µM]
CCOc1ccccc1-n1c(SCC(=O)N2CCCC2)nnc1-c1ccc(O)cc1	6%	u	5%	-2	-4%	3%	-13%	22%	1%[59 µM]
COCCNC(=O)C(c1ccc(C)cc1)N(C(=O)CCC(=O)Nc1ccccn1)c1ccc(F)cc1 (centres undefined)	-20%	-13%	-10%	-1	i	-8%	-4%	19%	2%
CC(=O)NC(CC(=O)N(C)Cc1c(F)cccc1Cl)c1ccccc1 (centres undefined)	4%	3%	0%	2	1%	2%	-2%	17%	-6%
CCc1ccccc1NC(=O)[C@@H]1CCC(=O)N1C1OC(=O)c2ccccc21 (some centres undefined)	-13%	0%	-5%[57.1 µM]	3	-1%	-1%	-21%	7%	x
Cc1cc(NC(=O)Nc2ccc3c(ccn3C)c2)sn1	-11%[57.1 µM]	29%	x	0&-2	6%	4%	u	-7%	32%[activator][59 µM]
O=C(Cn1cnc2ccccc2c1=O)N1CCc2ccccc2C1	-11%	2%	-19%	-1	10%	-5%	-8%	31%	-2%
CCCCNC(=O)c1cc2c(=O)n3cccc(C)c3nc2n(Cc2ccncc2)c1=N	-10%	-7%	12%	2	-9%	u	-11%	22%	0%[59 µM]
COc1ccc(/C=N/NC(=O)c2cccnc2)cc1CN1CCCc2ccccc21	-17%	u	40µM*	0	-3%	5%	35µM*	45µM*	u
COc1ccc(NC(=O)C2=C(C)NC(=O)NC2c2cccs2)c(OC)c1 (centres undefined)	-16%	-3%	-17%	-1	i	-10%	-1%	23%	-22%
CCn1c(Cc2ccccc2)nnc1SCC(=O)Nc1cc(C)on1	-1%	14%	0%	-2	12%	-11%	-8%	4%	14%[59 µM]
CCN(C(=O)COC(=O)c1n[nH]c2ccccc12)C1CCS(=O)(=O)C1 (centres undefined)	-14%	2%	30%	-2	-1%	-3%	-13%	18%	26%[59 µM]
C=C(C)CN1CCN(S(=O)(=O)c2ccc(C)c(N(C)S(=O)(=O)c3ccc(C)cc3)c2C)CC1	-20%	5%	-14%	1	i	11%	-18%	28%	-33%[59 µM]
Cc1cc(S(=O)(=O)NCc2ccco2)c(C)s1	2%	-9%	0%	-11	-5%	-3%	-16%	17%	-9%
Cc1cc(C)c2oc(C(=O)Nc3c(C(=O)c4ccc(F)cc4)oc4ccccc34)cc(=O)c2c1	-16%	-3%	21%	-13	i	-1%	-8%	84%[activator]	16%[59 µM]
COc1ccc(NC(=O)CN2CCN(c3ccccc3)CC2)cc1	-1%	1%	-26%	-25	9%	3%	-26%	25%	-1%
Nc1nc(-c2cccnc2)nn1S(=O)(=O)c1ccccc1	-8%	2%	x	-3	-8%	-6%	17%[57.1 µM]	10%	x
Cc1ccc(NC(=O)C(C)Sc2nc(-c3ccccc3)cc(=O)[nH]2)cc1 (centres undefined)	-18%	5%	1%	-2	-1%	-4%	16%	42%[activator]	17%
CCC(=O)N1CCc2cc(S(=O)(=O)N3CCc4ccccc4C3)ccc21	-14%	-7%	u	5	6%	-8%	11%	56%[activator]	0%
Cc1nnc(C)c2c(C)n(-c3ccc(Cl)c(N)c3)c(C)c12	-17%	-10%	-33%	11	-3%	-6%	u	-9%	56µM*
COc1ccc(CCNC(=O)C2=C(C)C(=O)OC23CCCCC3)c(OC)c1	x	-13%	-11%	3	x	1%	-23%	11%	-25%[59 µM]
CCOc1ccccc1OCCCC(=O)N1CCN(S(=O)(=O)c2ccc(Cl)cc2)CC1	-23%	0%	4%	-7	-6%	0%	-5%	42%[activator]	1%[12.7 µM]
CC(C)(C)NC(=O)Cn1nnc(-c2ccc(OCc3c(F)cccc3Cl)cc2)n1	-7%	0%	-21%	-2	-1%	-3%	-28%	22%	30%
COc1ccccc1-c1c(-c2ccc(O)cc2O)n[nH]c1C(F)(F)F	-22%	25%	-4%	14	-2%	0%	-33%	15%	7%

Next section; the last two above are carried over.
SMILES	Pol eta inh	GLS inhibitor	BAZ2B inh	PI4K2A block	PGK inhibitor	Pin1 inhibitor	JMJD2A Tudor	HP1b chromo inh	G9a block
CC(C)(C)NC(=O)Cn1nnc(-c2ccc(OCc3c(F)cccc3Cl)cc2)n1	-7%	0%	-21%	-2	-1%	-3%	-28%	22%	30%
COc1ccccc1-c1c(-c2ccc(O)cc2O)n[nH]c1C(F)(F)F	-22%	25%	-4%	14	-2%	0%	-33%	15%	7%
O=C1C(Cc2ccccc2)Nc2ncnc(N3CCOCC3)c2N1Cc1ccc(Cl)cc1 (centres undefined)	-9%	3%&-4%	-26%	-1&-1	-7%	2%	u	18%	4.5µM*
COc1ccccc1CCNC(=O)Cc1c(C)c2c(cc(C)c3c(C)coc32)oc1=O	-13%	-18%	0%	3	i	3%	-26%	15%	-28%[59 µM]
O=C(CSc1oc(-c2ccc(F)cc2)nc1S(=O)(=O)c1ccccc1)NCC1CCCO1 (centres undefined)	-9%	-3%	-6%	1	-7%	3%	-9%[57.1 µM]	49%[activator]	u
Cc1c(N2C(=O)/C(=C3\C(=O)N(CC(=O)O)c4ccccc43)SC2=S)c(=O)n(-c2ccccc2)n1C	-9%	2%	79µM*	-8	0%	-11%	-20%	5%	x
CC1=C(C(=O)Nc2ccc(C(=O)NCCCN3CCCCC3C)cc2)SCCO1 (centres undefined)	-3%	3%	x	0	3%	x	x	x	x
COc1ccc(-c2noc(-c3ccc(N4CCN(c5ccccc5)CC4)c([N+](=O)[O-])c3)n2)cc1	-14%	10%	-3%	3	-10%	23%	-17%	2%	-33%[59 µM]
CCc1cccc(C)c1NC(=O)CN1C(=O)C2(SCC(=O)N2c2cc(C)cc(C)c2)c2ccccc21 (centres undefined)	-20%	3%	0%[57.1 µM]	-3	i	13%	-15%	29%	-34%[59 µM]
O=C(Cc1ccc(Cl)c(Cl)c1)Nc1ccccc1N1CCOCC1	-12%	0%	x	-11	i	-17%	12%	54%[activator]	79µM*
CCOc1ccc(-c2nnc(SCC(=O)NCCc3ccccc3)nc2-c2ccc(OCC)cc2)cc1	3%	-7%	-7%	1	3%	12%	-20%	28%	-5%[59 µM]
Cc1ccc(C(C#N)N2CCOCC2)cc1 (centres undefined)	-7%	0%	-4%	5	i	0%	2%	49%[activator]	-12%[59 µM]
COc1ccc(C2=NN(CCC(=O)NCC3CCCO3)C(=O)CC2)cc1 (centres undefined)	-14%	-8%	0%	-2	-11%	4%	-6%	30%	28%
CCOC(=O)c1noc2nc(C)n(Cc3ccc([N+](=O)[O-])cc3)c(=O)c12	2%	1%	-14%	-5	10%	u	20µM*	-3%[57 µM]	-4%[59 µM]
COc1ccccc1CNC(=O)CN1C(=O)CCc2cc(S(=O)(=O)N3CCCCC3)ccc21	0%	2%	-19%	-1	-7%	-3%	-20%	11%	10%[59 µM]
C[C@H](CO)N1C[C@H](C)[C@@H](CN(C)C(=O)Nc2ccccc2F)Oc2cc(Br)ccc2S1(=O)=O	-16%	-1%	x	-2	-3%	x	x	x	x
CCN1C(=O)c2cccc3c(S(=O)(=O)NCc4ccccc4)ccc1c23	0%	6%	52%[activator]	-4	-10%	-11%	43%[activator]	108%[activator]	88%[activator][59 µM]
CCOc1ccc(S(=O)(=O)N2CCN(C(=O)c3sccc3C)CC2)cc1	-11%	2%	10%	4	0%	-3%	-10%	30%	11%[59 µM]
Cc1cccc(NC(=O)CSCc2cc(=O)n3c(C)csc3n2)c1C	-4%	-5%	-6%	0	-6%	-8%	-8%	28%	21%
O=[n+]1cc(-c2ccccc2)n([O-])c2c1CCC2	-15%	10%	-9%	4	3%	1%	-5%[11.4 µM]	-4%	-16%[12.7 µM]
NC(=O)c1ccc[n+](CC(=O)c2ccc(Cl)c(Cl)c2)c1	0%	-12%	1%	-2	9%	-1%	-5%	27%	-10%
CCOc1cc([C@@H]2C[C@H]3CN(c4ccccc4)C(=O)[C@]34CCCN24)ccc1OC	-14%	-2%	-18%	4	11%	u	-7%	17%	50µM*
Cc1ccc2[nH]cc(CCNC(=O)C3CCCCC3)c2c1	-11%	0%	-36%	0	-3%	-5%	-6%	23%	8%[59 µM]
COC(=O)c1c(NC(=O)c2cc(OC)c(OC)c(OC)c2Br)sc2c1CCC(C)C2 (centres undefined)	-17%	-2%	0%	1	-10%	2%	9%	62%[activator]	2%[59 µM]
Cn1c(-c2ccc(=O)[nH]c2)nc2ccccc21	-7%	11%	9%	-1	i	1%	-14%[11.4 µM]	27%	x
CCOc1ccc2oc(C(=O)OCC(=O)N(CC(C)C)c3c(N)n(Cc4ccccc4)c(=O)[nH]c3=O)c(C)c2c1	-7%	6%	x	3	5%	u	-19%	12%	x
O=C(COC(=O)Cc1ccc(Cl)cc1)NC1CCCC1	-22%	-2%	-1%	7	-1%	-2%	-5%	38%	8%[12.7 µM]
